# aGal spleen mod = qHTS Assay for Inhibitors and Activators of Human alpha-Galactosidase From Spleen Homogenate | 240,000 compounds, 0.008% hits | Potency, µM (top dose mostly 80 µM), for inactives: at the top dose activity change, negative = inhibition, usual class: inhibitors | human spleen homogenate, 4MU-alpha-Gal fluorescence, 40 min | AID 2107, 2009;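 also: 0% = enzyme with vehicle and -100% = no enzyme basal signal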
# Target sequence (P06280 32-429 limits assumed): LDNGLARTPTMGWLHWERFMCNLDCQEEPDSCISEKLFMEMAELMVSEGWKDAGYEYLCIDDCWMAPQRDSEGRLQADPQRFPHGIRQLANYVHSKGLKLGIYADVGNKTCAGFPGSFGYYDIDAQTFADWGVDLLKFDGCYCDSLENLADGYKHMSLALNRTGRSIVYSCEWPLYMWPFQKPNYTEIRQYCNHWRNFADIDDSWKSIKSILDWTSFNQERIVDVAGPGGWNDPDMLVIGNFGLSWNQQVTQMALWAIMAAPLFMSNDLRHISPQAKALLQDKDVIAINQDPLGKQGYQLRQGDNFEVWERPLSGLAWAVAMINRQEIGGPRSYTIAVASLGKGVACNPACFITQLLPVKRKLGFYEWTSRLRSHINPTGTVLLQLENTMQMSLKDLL
#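 qHTS titration in buffer at pH 5.0. Alpha-galactosidase activity in spleen homogenate was measured via 4-methylumbelliferone release from 1 mM fluorogenic substrate after 40 min at 37C and a pH 10 stop. AC50 came from Hill fits of control-normalized data.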
# ALDH1A1 inh = qHTS Assay for Inhibitors of Aldehyde Dehydrogenase 1 (ALDH1A1); Aldehyde dehydrogenase 1A1 (Homo sapiens), P00352; Purified ALDH1A1, NADH fluorescence, propionaldehyde substrate; Potency, µM (highest dose often 75.3 µM), for the others: top-dose activity, negative = inhibition, most hits filed as inhibitors; 220,000 compounds, 7.3% hits; active = well fitted inhibition curve with a large enough effect, not every such curve was filed as active; inconclusive = small, poorly fitted or top-dose-only effect, or another doubt; inactive = no such curve, though single readings can be large or run the other way;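 also: plate controls were no enzyme wells and a reference inhibitor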
# Target sequence (P00352 whole entry, looked up): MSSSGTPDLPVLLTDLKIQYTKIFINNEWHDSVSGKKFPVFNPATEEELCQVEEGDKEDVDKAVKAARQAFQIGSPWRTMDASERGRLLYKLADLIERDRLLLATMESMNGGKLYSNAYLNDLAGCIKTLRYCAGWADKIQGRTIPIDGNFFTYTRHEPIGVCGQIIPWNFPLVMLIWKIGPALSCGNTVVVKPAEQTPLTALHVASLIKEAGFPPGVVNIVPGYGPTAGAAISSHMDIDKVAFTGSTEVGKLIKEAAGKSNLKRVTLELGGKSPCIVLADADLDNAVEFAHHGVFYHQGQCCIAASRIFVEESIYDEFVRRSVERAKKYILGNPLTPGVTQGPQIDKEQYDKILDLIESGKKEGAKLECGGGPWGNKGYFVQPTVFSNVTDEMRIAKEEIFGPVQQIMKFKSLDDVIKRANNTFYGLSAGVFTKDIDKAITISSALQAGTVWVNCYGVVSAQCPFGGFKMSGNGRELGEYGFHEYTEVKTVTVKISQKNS
# TRb SRC2 PPI = qHTS for Inhibitors of the Interaction of Thyroid Hormone Receptor and Steroid Receptor Coregulator 2; TRbeta-SRC2 peptide binding, fluorescence polarization; receptor liganded with 1 µM T3; Potency, µM (top dose mostly 106 µM), without a hit: top-dose activity change, negative = inhibition, actives largely listed as inhibitors; 280,000 compounds, 0.065% hits;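 also: plate controls were bound peptide for no effect and peptide without receptor for full effect; nearly all actives have a fitted effect of over 50% in size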
#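 Fluorescence polarization of 20 nM Texas Red SRC2 peptide with 0.6 uM human TRb ligand-binding domain, in Tris buffer with 1uM T3 and 5% DMSO. Incubated 5 hr ambient; normalized to unbound and bound controls.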
# Tau FP inhib = qHTS for Inhibitors of Tau Fibril Formation, Fluorescence Polarization. Microtubule-associated protein tau (Homo sapiens), P10636. K18 P301L tau heparin fibrillization, Alexa594 FP, 6 h. Potency, µM (titrated, usually from 57.7 µM), inactives show at the top dose activity, negative = inhibition, hits mostly inhibitors. 280,000 compounds, 0.39% hits; also: nearly all actives have a fitted effect of over 55% in size
# Target sequence (P10636 561-689 P618L limits assumed): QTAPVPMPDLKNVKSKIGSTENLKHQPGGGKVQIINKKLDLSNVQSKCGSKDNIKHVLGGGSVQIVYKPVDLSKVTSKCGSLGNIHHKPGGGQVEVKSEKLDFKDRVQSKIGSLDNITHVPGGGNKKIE
#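 Human K18 P301L fragment (15 uM unlabeled plus 0.24 uM Alexa 594-labeled) in 100 mM sodium acetate pH 7 with compound, aggregation induced by 20 uM heparin for 6 hr at 37 C. ThT (30 uM) added for 1 hr, then Alexa 594 FP read.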
# Tau ThT inhib = qHTS for Inhibitors of Tau Fibril Formation, Thioflavin T Binding; Microtubule-associated protein tau (Homo sapiens), P10636; recombinant tau K18 P301L, heparin-induced fibrillization, ThT fluorescence; Potency, µM (series often up to 57.4 µM), inactives show top-dose activity, negative = inhibition, hits mostly inhibitors; 270,000 compounds, 2.1% hits; AID 1460, 2008; also: nearly all actives have a fitted effect of over 55% in size
#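 Fibril formation assay: tau K18 P301L at 15 uM with trace Alexa 594 label, heparin inducer 20 uM, pH 7 sodium acetate buffer, 37 C for 6 hr; endpoint ThT signal.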
# L3MBTL1 block = qHTS Assay for the Inhibitors of L3MBTL1; Lethal(3)malignant brain tumor-like protein 1 (Homo sapiens), Q9Y468; AlphaScreen L3MBTL1–H3K9me1 peptide binding; Potency, µM (titrated, usually from 57.1 µM), for the others: at the highest dose activity, negative = inhibition, usual class: inhibitors; 230,000 compounds, 0.66% hits; AID 485360, 2010; also: nearly all actives have a fitted effect of over 60% in size
#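 L3MBTL1 (50 nM) pre-complexed 30 min with biotinylated H3(1-15)K9me1 peptide (75 nM), then compounds added for 30 min at room temperature; AlphaScreen streptavidin donor/nickel chelate acceptor beads (10 ug/mL final) read after 30 min dark incubation.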
# Tau fluor counter = Counterscreen qHTS for Inhibitors of Tau Fibril Formation, Fluorescence Polarization; tau K18 P301L (four-repeat tau fragment) Alexa594 fluorescence, heparin fibrillization; Potency, µM (titrated, usually from 57.7 µM), inactives show at the top dose activity change, negative = decrease; 280,000 compounds, 0.93% hits; AID 1463, 2008; also: nearly all actives have a fitted effect of over 55% in size
#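 Human K18 P301L tau (15 uM unlabeled plus 0.24 uM Alexa 594-labeled, final) in 100 mM sodium acetate pH 7 was mixed with compound and 20 uM heparin and incubated 6 hr at 37 C.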
# TexasRed fluor = Total Fluorescence Counterscreen for Inhibitors of the Interaction of Thyroid Hormone Receptor and Steroid Receptor Coregulator 2; 280,000 compounds, 0.29% hits; TRb/SRC2 Texas Red total fluorescence interference; Potency, µM (series often up to 106 µM), inactives show top-dose fluorescence change, negative = quenching; active = well fitted curve in either direction with a large enough effect; inconclusive = small, poorly fitted or top-dose-only effect
#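 Flags fluorescent or light-absorbing compounds by total fluorescence, S + 2P, at 555 nm excitation and 632 nm emission. Mixture: 20 nM Texas Red SRC2 peptide, 0.6 uM human TRb LBD, 1 uM T3, 5% DMSO; compound exposure 5 h at ambient temperature.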
# * marks the source's active call; other numbers are inactive results; ? = inconclusive; . = no result given; [ ] = another dose, or the depositor's remark. Unless noted, calls follow the shape of the dose curve; as a rule, active = well fitted curve in the direction sought with a large enough effect; inconclusive = small, poorly fitted or top-dose-only effect, or another doubt; inactive = no such curve, though single readings can be large; an effect the other way counts as inactive or inconclusive. Unless noted, % is scaled to controls: 0 for no effect and ±100 for the full control effect; potency is read from the fitted curve at half-maximal effect.
# Every second line gives: aGal spleen mod | ALDH1A1 inh | TRb SRC2 PPI | Tau FP inhib | Tau ThT inhib | L3MBTL1 block | Tau fluor counter | TexasRed fluor
1: O=C(CN1C(=O)c2ccccc2C1=O)N1CCN(C2c3ccccc3-c3ccccc32)CC1
  4% | 1% | 3% | 0% | -16% | -16% | -23% | 0%
2: Cc1ccc(Nc2nc(-c3sc(NC(=O)c4ccccc4)nc3C)cs2)cc1
  -17% | 20µM* | 3% | 11% | ? | -1% | ? | 24%
3: Cc1cc(C)c(C)c(S(=O)(=O)NC(C)C(=O)O)c1C (stereo not given)
  3% | . | 1% | -1% | 3% | 5% | 8% | -3%
4: COc1ccc(OCCCC(=O)Nc2ccc(N3CCCCC3)cc2)cc1
  13% | 9% | 3% | 10% | ? | -10% | -18% | -1%
5: O=S(=O)(Nc1nc2ccccc2nc1Cl)c1ccc(F)cc1
  24% | . | -4% | 2% | -3% | -3% | -9% | -2%
6: O=C(NCc1ccc2c(c1)OCO2)C1Cc2ccccc2CN1C(=O)c1ccco1 (stereo not given)
  -6% | 4% | 8% | -9% | -4% | . | -5% | -1%
7: COc1ccccc1C(=O)N1CCCC1(C#N)c1ccccc1 (stereo not given)
  3% | 7% | 9% | -7% | -7% | -1% | -9% | 3%
8: Clc1ccc(OCCN2CCOCC2)cc1Cl
  -30% | ? | -17% | 1% | 1% | . | -4% | 3%
9: CCc1ccccc1NC(=O)C1CCN(c2nn3c(=O)cc(C)nc3s2)CC1
  . | . | 10% | -8% | ? | . | -6% | -4%
10: COc1ccc(NC(=O)C(CCSC)NC(N)=O)cc1Cl (stereo not given)
  -6% | 5% | -2% | 9% | -2% | -11% | 2% | 0%
11: CCOc1ccc(C(C)(C)C)cc1S(=O)(=O)N1CC(C)OC(C)C1 (stereo not given)
  -6% | ? | -1% | 6% | -7% | . | -3% | -2%
12: CCOc1ccc(NC(=O)Nc2ccc3c(c2)nc(C)n3C)cc1
  4% | . | -7% | 2% | ? | . | -26% | -3%
13: CC(=O)NCCOc1ccc2oc3ccccc3c2c1
  16% | 7% | -2% | 4% | 1% | . | -1% | 2%
14: COc1ccc(CC(=O)Nc2nnc3n2CCS3)cc1
  . | . | -13% | 1% | -1% | . | 4% | 3%
15: NC(=O)CSc1ccc(F)cc1
  -1% | 1% | 3% | -3% | 0% | 24% | 1% | 1%
16: O=C(CSc1nnnn1-c1ccc2c(c1)CCC2)NCc1cccs1
  3% | ? | 8% | 11% | -19% | . | -15% | 1%
17: Cc1oc2ncnc(N3CCCCC3)c2c1C(=O)NCC1CCN(Cc2ccc(F)cc2)CC1
  . | . | -8% | ? | 4% | . | -6% | 2%
18: O=C(N/N=C1\C2CN3CCN(C2)CC1(c1ccccc1)C3)c1ccc(F)cc1
  -8% | 7% | 6% | 1% | -2% | -3% | 7% | -1%
19: CCC1=C2CC[C@H]3C(=O)NC(=O)[C@H]3[C@H]2[C@@]2(C)C(=NCCc3c[nH]c4ccccc34)OC(=O)N2C1=O
  4% | -5% | 0% | 2% | -9% | . | -9% | 0%
20: COc1ccc(C(=O)Nc2ccc(C(F)(F)F)n(C)c2=O)cc1
  2% | -3% | 3% | 4% | -4% | 11% | 1% | 1%
21: CN(Cc1cnccn1)C(=O)CC1C(=O)NCCN1Cc1c(F)cccc1Cl (stereo not given)
  9% | . | -3% | 4% | -2% | 3% | 5% | 0%
22: Cc1ccccc1Cn1nnc(-c2ccc3c(c2)OCO3)n1
  -20% | ? | -1% | -1% | -5% | 27%[11.4 µM] | -17% | -1%
23: Cc1ccc(-c2oc3ccccc3c(=O)c2O)cc1
  -2% | 2% | -9% | -7% | -6% | 8% | 0% | -7%
24: COc1ccc(OCC(=O)Nc2ccc(N3CCCCC3)cc2)cc1
  -2% | 7% | -1% | 6% | ? | -14% | -9% | -1%
25: O=C(COc1ccc(Cl)cc1Cl)NNC(=S)NC(=O)c1ccco1
  5% | . | 4% | 3% | . | . | -20% | -4%
26: O=C(c1ccc(S(=O)(=O)N2CCCCC2)cc1)N1CCN(Cc2ccc3c(c2)OCO3)CC1
  -8% | ? | 4% | 3% | -6% | 6% | -6% | -1%
27: CCOP(=O)(c1ccc(N(C)C)cc1)C(O)c1cccnc1 (stereo not given)
  8% | . | -4% | -2% | -1% | -4% | -2% | -3%
28: CCOc1cccc(/C=C2\NC(=S)N(c3ccccc3)C2=O)c1O
  -5% | 20µM* | 1% | 5% | 14µM* | -2% | ? | -1%
29: Cc1cc(C)nc(SCC(=O)Nc2ccc(S(=O)(=O)Nc3nccs3)cc2)n1
  2% | 6% | 0% | 1% | 0% | -4% | 2% | -5%
30: CC(C)N1CN(c2ccccc2)C(=S)N(c2ccccc2)C1
  2% | . | 8% | -3% | -9% | 5% | -8% | -2%
31: CCC(=O)Nc1cccc(C(=O)OCc2cccc([N+](=O)[O-])c2)c1
  2% | 5% | 0% | -6% | ? | -1% | -24% | 2%
32: Cn1c(=NC(=O)C2CCN(S(=O)(=O)c3cccs3)CC2)sc2ccccc21
  0% | -15% | 1% | -9% | -8% | 6% | -21% | 2%
33: CN(C)/C=C/C(=O)c1ccc(-n2cccc2)cc1
  -3% | ? | 3% | -9% | ? | -13% | -2% | -14%
34: Cc1cc2c(c(=O)o1)C(c1cccs1)C(C#N)=C(N)O2 (stereo not given)
  2% | ? | 7% | 0% | ? | -6% | -3% | -4%
35: CC(C)C[C@@H](CC(=O)N[C@H](CC(=O)N[C@@H]1CCNC[C@H]1C(=O)N[C@H](CC(=O)N[C@@H](CCC(=O)O)CC(=O)O)CC(C)C)C(C)C)NC(=O)[C@@H]1CNCC[C@H]1N
  12% | -5% | 2% | -8% | -9% | . | -10% | -2%
36: Cc1ccccc1CNC(=O)CC1C(=O)NCCN1CC1CCCCC1 (stereo not given)
  -12% | ? | -7% | 1% | -6% | -3% | -4% | 0%
37: CCOC(=O)N1CCC(NC(=O)C2CCN(C(=O)c3cc4oc(C)cc4n3Cc3c(F)cccc3Cl)CC2)CC1
  -3% | 20µM* | -1% | -5% | ? | -6% | -5% | 1%
38: O=C(N/N=C/c1cc([N+](=O)[O-])ccc1O)/C(=C\c1cccs1)NC(=O)c1ccccc1
  4% | -4% | -7%[53 µM] | 16% | ? | ? | -12% | -1%[53 µM]
39: Cc1sc2ncnc(N(C)CCc3ccccn3)c2c1C
  16% | . | -2% | 1% | -7% | . | 3% | -1%
40: Cc1cc(C)n2nc(S(=O)(=O)N(C)Cc3ccccc3)nc2n1
  4% | -2% | -3% | -2% | 2% | 7% | 0% | -2%

# From entry 34 as far as 35, as listed above:
# Every second line gives: aGal spleen mod | ALDH1A1 inh | TRb SRC2 PPI | Tau FP inhib | Tau ThT inhib | L3MBTL1 block | Tau fluor counter | TexasRed fluor
34: Cc1cc2c(c(=O)o1)C(c1cccs1)C(C#N)=C(N)O2 (stereo not given)
  2% | ? | 7% | 0% | ? | -6% | -3% | -4%
35: CC(C)C[C@@H](CC(=O)N[C@H](CC(=O)N[C@@H]1CCNC[C@H]1C(=O)N[C@H](CC(=O)N[C@@H](CCC(=O)O)CC(=O)O)CC(C)C)C(C)C)NC(=O)[C@@H]1CNCC[C@H]1N
  12% | -5% | 2% | -8% | -9% | . | -10% | -2%

# Other structures:
# Every second line gives: aGal spleen mod | ALDH1A1 inh | TRb SRC2 PPI | Tau FP inhib | Tau ThT inhib | L3MBTL1 block | Tau fluor counter | TexasRed fluor
41: CC(=O)N1C(=O)/C(=C2\SC(=S)N(c3c(C)n(C)n(-c4ccccc4)c3=O)C2=O)c2ccccc21
  -4% | 10µM* | 5% | -15% | ? | 4% | -16% | 3%
42: O=C(NN=C1CCC(c2ccccc2)CC1)c1ccccc1-n1cccc1 (stereo not given)
  6% | ? | 7% | 7% | 5% | 2% | 6% | -14%
43: O=C(CCN(NC(=O)c1ccccc1)C1=NS(=O)(=O)c2ccccc21)NC1CCCCC1
  -13% | 64%[activator] | -6% | 2% | -2% | 37%[activator] | -5% | -2%
44: Cc1ccc(NC(=O)CCC(=O)NNC(=O)C(C)(C)C)c(C)c1
  4% | -5% | 0% | 2% | -5% | -1%[2.29 µM] | -2% | -2%
45: CS(=O)(=O)N(CC(=O)Nc1ccccc1)Cc1ccc(Cl)cc1
  2% | 7% | 3% | 0% | -4% | . | -15% | 2%
46: O=C(COc1ccccc1)NC(=S)Nc1ccc(Br)cn1
  -4% | 7% | -3% | -13% | ? | 10% | -15% | 0%

# In the list so far, seven have fluorine:
# Every second line gives: aGal spleen mod | ALDH1A1 inh | TRb SRC2 PPI | Tau FP inhib | Tau ThT inhib | L3MBTL1 block | Tau fluor counter | TexasRed fluor
5: O=S(=O)(Nc1nc2ccccc2nc1Cl)c1ccc(F)cc1
  24% | . | -4% | 2% | -3% | -3% | -9% | -2%
15: NC(=O)CSc1ccc(F)cc1
  -1% | 1% | 3% | -3% | 0% | 24% | 1% | 1%
17: Cc1oc2ncnc(N3CCCCC3)c2c1C(=O)NCC1CCN(Cc2ccc(F)cc2)CC1
  . | . | -8% | ? | 4% | . | -6% | 2%
18: O=C(N/N=C1\C2CN3CCN(C2)CC1(c1ccccc1)C3)c1ccc(F)cc1
  -8% | 7% | 6% | 1% | -2% | -3% | 7% | -1%
20: COc1ccc(C(=O)Nc2ccc(C(F)(F)F)n(C)c2=O)cc1
  2% | -3% | 3% | 4% | -4% | 11% | 1% | 1%
21: CN(Cc1cnccn1)C(=O)CC1C(=O)NCCN1Cc1c(F)cccc1Cl (stereo not given)
  9% | . | -3% | 4% | -2% | 3% | 5% | 0%
37: CCOC(=O)N1CCC(NC(=O)C2CCN(C(=O)c3cc4oc(C)cc4n3Cc3c(F)cccc3Cl)CC2)CC1
  -3% | 20µM* | -1% | -5% | ? | -6% | -5% | 1%

# As entered above:
# For Tau fluor counter, entry 45 reads -15%
# For L3MBTL1 block, entry 43 reads 37%[activator]

# Screening results as filed in PubChem.
